E coli RNAP: Escherichia coli RNA polymerase inhibition | P0A8V2 | E. coli RNA polymerase, fluorescence transcription assay | inhibition, %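 (tested at 10 µM)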 | 62,000 compounds, 0.2% hits | AID 559; in the data active = inhibition above about 20%;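 also: 0% = enzyme without compound and 100% = no enzyme blank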
Target sequence (P0A8V2 whole entry, looked up): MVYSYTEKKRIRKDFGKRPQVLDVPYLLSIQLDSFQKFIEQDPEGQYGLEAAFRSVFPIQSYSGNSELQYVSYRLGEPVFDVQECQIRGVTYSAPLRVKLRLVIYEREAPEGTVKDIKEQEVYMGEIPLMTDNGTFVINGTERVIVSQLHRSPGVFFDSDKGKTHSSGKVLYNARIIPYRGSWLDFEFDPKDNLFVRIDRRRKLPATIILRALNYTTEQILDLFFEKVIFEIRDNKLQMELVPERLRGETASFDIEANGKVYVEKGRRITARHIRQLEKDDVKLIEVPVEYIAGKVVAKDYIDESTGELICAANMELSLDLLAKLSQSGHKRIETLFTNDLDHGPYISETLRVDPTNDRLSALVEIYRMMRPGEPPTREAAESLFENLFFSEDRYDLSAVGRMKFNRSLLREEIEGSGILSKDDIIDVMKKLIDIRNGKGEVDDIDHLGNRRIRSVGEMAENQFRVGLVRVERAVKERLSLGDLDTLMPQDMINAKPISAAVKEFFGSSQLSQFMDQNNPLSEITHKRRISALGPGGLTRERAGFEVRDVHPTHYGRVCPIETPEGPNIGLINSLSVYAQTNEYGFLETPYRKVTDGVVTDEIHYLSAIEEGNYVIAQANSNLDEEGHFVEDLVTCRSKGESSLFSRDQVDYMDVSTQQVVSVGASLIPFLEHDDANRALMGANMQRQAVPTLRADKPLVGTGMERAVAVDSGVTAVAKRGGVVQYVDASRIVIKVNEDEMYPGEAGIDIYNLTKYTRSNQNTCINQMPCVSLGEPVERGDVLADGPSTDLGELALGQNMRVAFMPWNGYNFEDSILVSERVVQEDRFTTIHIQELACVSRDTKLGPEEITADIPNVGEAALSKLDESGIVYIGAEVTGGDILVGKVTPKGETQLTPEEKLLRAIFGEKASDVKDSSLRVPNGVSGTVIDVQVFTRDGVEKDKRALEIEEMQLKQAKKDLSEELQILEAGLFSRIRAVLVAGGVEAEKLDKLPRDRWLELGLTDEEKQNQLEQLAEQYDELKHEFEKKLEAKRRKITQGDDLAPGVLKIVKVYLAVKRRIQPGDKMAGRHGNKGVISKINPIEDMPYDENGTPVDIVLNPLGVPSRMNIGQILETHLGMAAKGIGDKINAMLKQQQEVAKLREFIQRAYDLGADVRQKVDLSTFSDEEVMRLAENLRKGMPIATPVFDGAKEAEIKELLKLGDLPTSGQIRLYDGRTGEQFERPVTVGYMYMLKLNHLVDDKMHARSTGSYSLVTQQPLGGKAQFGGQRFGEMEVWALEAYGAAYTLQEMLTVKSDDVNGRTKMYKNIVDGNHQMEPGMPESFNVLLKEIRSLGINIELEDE
D1 allo mod: D1 dopamine receptor (human) allosteric modulation | AID 641 | 58,000 compounds, 5.9% hits | HEK293 D1, CRE-luciferase, dopamine EC30 potentiation; actives deviate in either direction | B-score at 10 µM;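 active = luminescence count or its row- and column-corrected plate score outside the 99.7% band of the plate's sample wells, on either side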
M1 antag: antagonists of rat M1 muscarinic receptor | P08482 | 64,000 compounds, 3.4% hits | CHO-M1 cells, Fluo-4 calcium, ACh EC80 antagonist mode; active compounds read low | B-score at 10 µM | AID 628;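 active = calcium fluorescence response, raw or row-and-column corrected B-score, differing from the plate sample mean either way at a set confidence level, mostly lower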
TNAP act mid DEA: activators of human TNAP at intermediate phosphate acceptor. P05186. activation factor at 20 µM. purified TNAP, CDP-star luminescence, 100 mM DEA, 30 min; active compounds read high; scale: 0 levamisole-inhibited, 1 vehicle-only enzyme. 64,000 tested, under 10 active;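 active = activation factor of at least 2 at 20 µM, relative to controls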
Jurkat tox 60K: reduces viability or proliferation of Jurkat cells; inhibition, % at 4 µM; 56,000 compounds, 1.2% hits; AID 463; Jurkat E6.1 viability, ATP luminescence, 48 h;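 active = inhibition above the mean inhibition of all tested compounds plus 3 SD, cut at about 28% in these data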
S1P3 agonist: S1P3 (human) receptor agonism; Q99500; S1P3 NFAT-BLA reporter cells, FRET ratio; relative to 1 µM S1P, basal subtracted; activation, % at 4.5 µM; 60,000 compounds, 0.1% hits;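 active = activation above the screen-wide mean plus 3 SD, cut at about 4.5% in these data, passing the limit was not always enough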; also: some compounds called inactive have numbers as strong as hits
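Benchmarks: high control 1 µM S1P / System: stable CHO line with human S1P3, Gα16, NFAT-BLA reporter / Dosing: single compound concentration, 4.5 µM final / Timing: 4 h compound at 37 °C, 2 h substrate at RT / Measured by: FRET β-lactamase substrate fluorescence, excitation 405 nm, 460/535 nm emission ratio, background-subtracted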
S1P1 ag-PAM: S1P1 (human) agonism or agonism potentiation | activation, % at 9.5 µM | P21453 | 56,000 compounds, 0.57% hits | S1P1 CRE-bla cells, forskolin, beta-lactamase FRET, potentiator mode; S1P1 agonist co-added at EC20, 2 nM; 100% = saturating reference agonist, 0% = basal;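 active = activation above a cutoff set at the mean activation of all tested compounds plus 3 SD, cut at about 54% in these data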;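 also: forskolin at 4 µM as EC80 and the EC20 agonist is SEW2871; 100% = SEW2871 at its EC100 plus forskolin at EC80; some compounds past the cut are filed as inactive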
HEK293 NFkB inh: inhibitors of the PMA/ionomycin-induced NF-kB reporter in HEK293 cells | HEK-293 NF-kB luciferase reporter, luminescence | inhibition, % at 3 µM | 62,000 compounds, 0.21% hits | AID 465;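 active = inhibition above the mean of all tested compounds plus 3 SD, cut at about 40% in these data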;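 also: 0% = stimulated DMSO wells and 100% = 10 µM reference inhibitor 5653914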
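Timing: 1 h pretreatment, 16 h stimulation, 37 °C; system: HEK-293 cells with stable firefly luciferase reporter driven by four HIV NF-kB elements; doses: 3 µM once, 0.30% DMSO; measured by: luciferase luminescence; control set: DMSO and 10 µM reference inhibitor; repeats: single test; reagent: PMA plus ionomycin mix as NF-kB-activating stimulus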
M1 agonist: agonists of M1 muscarinic receptor. 64,000 compounds, 3% hits. CHO-M1 cells, Fluo-4 calcium fluorescence, agonist mode; active compounds read high. B-score at 10 µM. AID 626;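 active = fluorescence rise, raw or as B-score row- and column-corrected plate score, outside the 99.7% band of its plate's samples, either direction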
Numbers without * were called inactive; nt = not tested or not shown. This is a random part of the collection (roughly 12% active in at least one column).

SMILES | E coli RNAP | D1 allo mod | M1 antag | TNAP act mid DEA | Jurkat tox 60K | S1P3 agonist | S1P1 ag-PAM | HEK293 NFkB inh | M1 agonist
CCOc1ccc2cc(S(=O)(=O)N3CCN(C)CC3)ccc2c1 | 0 | -0.76 | -0.0008 | 0.9 | 4 | -0.9 | nt | 11 | 0.64
CCN(CC)S(=O)(=O)c1cc(C(=O)O)ccc1Cl | 6 | 0.021 | -0.37 | 0.9 | 2 | -0.8 | -10 | 12 | 1.3
CCCCOC(=O)CSc1nnc(-c2ccc(Cl)cc2Cl)o1 | 7 | -0.27 | -0.83 | 0.9 | -1 | 0.3 | -6 | 11 | -1.3
CSc1nnc2c3cc(C)ccc3n(Cc3ccccc3)c2n1 | 6 | 8.9* | 0.26 | 0.9 | -4 | -1.2 | -8 | 20 | 0.46
COc1ccc(N2CCN(CC(=O)Nc3nnc(-c4ccccc4)s3)CC2)cc1 | nt | -0.21 | 0.78 | 0.9 | -1 | -0.3 | -5 | 14 | -0.57
c1ccc(C2COC(c3cccs3)=N2)cc1 (configuration not stated) | 11 | -0.51 | -0.14 | 0.9 | nt | nt | nt | 8 | -0.99
O=S(=O)(NCc1cccnc1)c1ccc(Br)s1 | -3 | -0.97 | -0.85 | 0.9 | 7 | -1.2 | 31 | 11 | 0.13
O=C(NCCSc1ccccc1)c1ccccc1 | 5 | -3.7 | -0.0073 | 1 | 1 | -1.1 | nt | -39 | -0.002
CCOC(=O)N1CCN(S(=O)(=O)c2c(C)nn(C)c2C)CC1 | -4 | 0.03 | -1.4 | 1 | 0 | -1.0 | -14 | 5 | 0.052
O=C(Cc1ccccc1)Nc1nnc(-c2ccco2)s1 | -1 | -0.17 | 0.47 | 1 | 13 | -1.4 | 0 | 15 | -0.13
CCOC(=O)c1sc(=S)n2c1[nH]c(=O)c1ccc(C(=O)OC)cc12 | 3 | -0.55 | 0.23 | 0.8 | -3 | -0.9 | -6 | 16 | 0.12
O=C(NCc1ccccn1)C1CCCN(S(=O)(=O)c2ccccc2)C1 (configuration not stated) | 11 | -0.069 | -0.032 | 1 | -1 | -0.3 | 4 | 3 | -0.15
COC(=O)c1ccc(NC(=O)Nc2ccc(F)cc2)cc1 | nt | -3.7* | -3.4* | 0.9 | 3 | -0.8 | 14 | -8 | 15*
CC1=C(C(=O)Nc2ccccc2)C(c2ccc(C)o2)n2ncnc2N1 (configuration not stated) | 5 | -1.2 | 0.22 | 0.9 | 0 | -0.7 | -17 | 0 | -0.39
CCSC1=C(C#N)C(c2cccs2)C(C(=O)OC)=C(C)N1 (configuration not stated) | 12 | -1.3 | -0.25 | 0.8 | nt | -0.8 | 20 | nt | -0.78
COc1ccc(C2=NOC3(CC(=O)N(c4ccc(C)cc4)C3=O)C2)c(OC)c1 (configuration not stated) | 15 | 0.16 | 0.33 | 0.9 | -4 | 0.1 | -8 | 0 | -0.51
CC(C)C(c1nnnn1Cc1ccc(F)cc1)N1CCN(C2CCCCC2)CC1 (configuration not stated) | 6 | -0.43 | 0.15 | 0.9 | -3 | -0.4 | -13 | 18 | -0.86
O=C(Nc1ccc2c(c1)nc1n2CCN(C2CCCCC2)C1)c1ccco1 | 10 | 0.26 | 1.1 | 0.8 | 3 | -0.4 | 1 | 11 | -0.54
O=C(CSc1nnc(Cc2ccccc2)n1C1CCCCC1)N1CCOCC1 | 1 | 1.5 | 1.1* | 0.9 | -1 | -0.1 | 0 | 8 | 0.85
COC(=O)C1=C(N)Oc2cc(C)n(CCCn3ccnc3)c(=O)c2C1c1ccc(Cl)cc1 (configuration not stated) | -3 | -1.5 | -0.49 | 0.9 | 9 | -0.5 | -9 | 17 | 0.063
CCN1CCN(C(=O)c2cc3c(=O)n4ccccc4nc3n2Cc2ccccc2)CC1 | -23 | 0.7 | -0.027 | 1 | 6 | -0.1 | -11 | 7 | -0.68
Cn1c(SCc2ccccc2F)nc2cccnc21 | 5 | 7.4* | -0.53 | 0.9 | 2 | -0.9 | -2 | -38 | -0.37
O=C(CCCn1c(=S)[nH]c2ccccc2c1=O)NC1CCCC1 | 5 | 0.61 | 0.35 | 0.9 | -4 | -0.3 | 10 | 18 | -0.057
O=C(CN1C2CCC1CC(NC(=O)C1CC1)C2)NCc1ccccc1 (configuration not stated) | 6 | 0.059 | 0.014 | 0.9 | -6 | 0.6 | -13 | 8 | 0.3
O=C(OCc1cccs1)c1ccccc1NS(=O)(=O)c1ccc2c(c1)OCCO2 | 4 | 2.4 | 1 | 0.8 | -5 | -0.9 | 28 | 13 | 4*
N#Cc1c(-c2ccc(Cl)cc2Cl)nc2n(c1=O)CCS2 | 4 | 3 | -0.21 | 0.9 | nt | nt | nt | 2 | -1.3
CC1=C(C(=O)NC(C)C)C2(CCC(C)CC2)OC1=O (configuration not stated) | 2 | 0.31 | 0.94 | 0.6 | 10 | 3.2 | -40 | -2 | 0.83
CCCN(c1ccc(OCC)cc1)c1ncnc2nc[nH]c12 | 2 | nt | -0.033 | 1.1 | -11 | 0.5 | 17 | 8 | 1.4
COc1cccc(N2C(=O)CC(c3c[nH]c4ccccc34)C2=O)c1 (configuration not stated) | 0 | -1.1 | 0.093 | 1 | 1 | -1.2 | -3 | 8 | 0.94
CCc1nnc(NC(=O)c2ccc(S(=O)(=O)N3CCN(Cc4ccccc4)CC3)cc2)s1 | 2 | -0.35 | -0.28 | 0.9 | nt | nt | nt | 13 | -0.97
CC(C)Sc1nc(N)c2c3c(sc2n1)CN(C)CC3 | 1 | 1.4 | 0.04 | 1 | nt | nt | nt | 11 | -0.6
CCSc1nnc(NC(=O)c2cccc(OCc3c(C)noc3C)c2)s1 | 0 | -0.77 | -1.1 | 0.9 | nt | nt | nt | -4 | 0.22
CCN(CC)CCCNc1oc(-c2ccc(OC)c(OC)c2)nc1C#N | -3 | -0.018 | 0.2 | 1 | 3 | -0.3 | 4 | 20 | -0.12
O=C(Nc1nc2n(n1)C(c1ccccc1)C=C(c1ccccc1)N2)c1ccco1 (configuration not stated) | -3 | 2.9* | -0.31 | 1 | -7 | -0.4 | 15 | 17 | 19*
COc1ccc(-c2nnc(SCC(=O)Nc3cc(C)on3)n2C)cc1OC | 1 | 1.8 | 0.053 | 0.8 | -4 | 0.1 | 14 | -16 | -0.067
Cc1cccn2cc(CCNC(=O)c3ccc(Br)o3)nc12 | 9 | -0.94 | -0.19 | 1 | 0 | 0.0 | -13 | 5 | -0.16

Record cards, as listed above:
N#Cc1c(-c2ccc(Cl)cc2Cl)nc2n(c1=O)CCS2 is listed with E coli RNAP: 4; D1 allo mod: 3; M1 antag: -0.21; TNAP act mid DEA: 0.9; Jurkat tox 60K: nt; S1P3 agonist: nt; S1P1 ag-PAM: nt; HEK293 NFkB inh: 2; M1 agonist: -1.3
Cc1cccn2cc(CCNC(=O)c3ccc(Br)o3)nc12 is listed with E coli RNAP: 9; D1 allo mod: -0.94; M1 antag: -0.19; TNAP act mid DEA: 1; Jurkat tox 60K: 0; S1P3 agonist: 0.0; S1P1 ag-PAM: -13; HEK293 NFkB inh: 5; M1 agonist: -0.16

Next results follow.
SMILES | E coli RNAP | D1 allo mod | M1 antag | TNAP act mid DEA | Jurkat tox 60K | S1P3 agonist | S1P1 ag-PAM | HEK293 NFkB inh | M1 agonist
CCOC(=O)c1ccc(NC(=O)c2cnccn2)cc1 | -3 | 0.0094 | -0.5 | 0.9 | 4 | -1.2 | 9 | -11 | -0.53
CCOc1ccccc1NC(=O)C1CCCN(S(=O)(=O)c2cccc3nsnc23)C1 (configuration not stated) | 1 | -1.2 | -0.17 | 0.9 | -4 | -0.8 | 10 | 27 | -0.56
CC(Oc1ccc(Cl)cc1)C(=O)Nc1ncccn1 (configuration not stated) | 2 | nt | -0.6 | 1 | -1 | -1.1 | -23 | 4 | -0.0056
CC(=O)Nc1ccc(S(=O)(=O)N(C)S(=O)(=O)c2ccc(F)cc2)cc1 | 3 | 0.011 | 0.56 | 1 | 5 | 0.1 | -54 | 5 | 0.0056
Cc1noc(/C=C/NCc2cccnc2)c1S(=O)(=O)N(C)CC(=O)N1CCc2ccccc21 | 0 | nt | -0.87 | 0.9 | 2 | -1.2 | 10 | 7 | 0.56
Cc1noc(C)c1S(=O)(=O)Nc1ccc(C(=O)NC2CCCCC2C)cc1 (configuration not stated) | 7 | -0.072 | -1.1 | 1 | -2 | -0.4 | 14 | 7 | 0.029
O=c1ccc2cc(S(=O)(=O)N3CCOCC3)ccc2o1 | 5 | -0.036 | 0.14 | 0.9 | 1 | -1.1 | 0 | 11 | 0.017
O=c1[nH]c(C2CCCN(S(=O)(=O)c3ccccc3)C2)nc2c1nnn2Cc1ccccc1 (configuration not stated) | -2 | 4.2* | 0.37 | 0.9 | 3 | -0.3 | -26 | 22 | 0.00078
C=CCn1c(=N)n(CC(O)c2ccco2)c2ccccc21 (configuration not stated) | 6 | -0.12 | 0.03 | 0.9 | -9 | -0.2 | 0 | 6 | -0.41
CC(c1ccco1)N(C(=O)c1ccc(Cl)s1)c1ccccn1 (configuration not stated) | 9 | 0.05 | 0.27 | 1 | 6 | -0.9 | 1 | 5 | -0.88
O=c1n(-c2ccccc2)c(=O)n(Cc2ccccn2)n1Cc1ccccn1 | 13 | nt | -0.062 | 0.9 | -1 | -0.2 | 4 | 11 | 0.98
CCOC(=O)C1=C(C)NC(=O)C1CC(=O)Nc1ccccc1 (configuration not stated) | 6 | nt | -0.97 | 1 | nt | -0.9 | 4 | nt | -0.75
CCCCNC(=O)CCCn1c(=O)[nH]c2ccc(Br)cc2c1=O | 3 | 0.095 | 0.36 | 1 | nt | nt | nt | 7 | 0.84
CN=c1sc2ccccc2n1CC(O)COCc1ccco1 (configuration not stated) | 14 | -2.5 | -0.29 | 0.9 | nt | -0.3 | 2 | nt | -0.1
c1csc(-c2nnc(-c3ccc(N4CCOCC4)cc3)o2)c1 | 2 | -2.4 | -0.75 | 1 | 0 | -0.4 | -6 | -38 | 0.29
COc1cc(OC)cc(-c2nc(N)n[nH]2)c1 | 9 | -0.12 | -0.014 | 0.9 | 1 | -1.1 | -26 | 6 | -0.31
Cc1cc(NC(=O)CSc2nnc(COc3ccccc3)n2Cc2ccco2)no1 | -3 | 0.34 | -0.012 | 0.9 | -8 | -1.0 | 6 | -1 | 1.1
CCCN1CCN(C(=O)Cn2cccc2C(=O)c2ccccc2)CC1 | 7 | 0.54 | -0.11 | 0.9 | 1 | 0.2 | 2 | 15 | 0.11
COc1ccccc1Oc1ccc(S(=O)(=O)N2CCCC2)cc1 | 8 | -0.28 | -0.24 | 0.9 | 0 | -0.7 | nt | 8 | 1
Cc1cc(SCC(=O)OCC(=O)N2CCN(C(=O)c3ccco3)CC2)c(C)cc1Br | 2 | 0.0039 | 0.11 | 0.9 | nt | nt | nt | 19 | 4.1*
CCC(O)(CCN1CCCCC1)c1ccccc1 (configuration not stated) | 7 | -0.33 | -11* | 0.8 | -1 | -0.4 | -12 | 10 | 0.35

Screening data as filed in PubChem.
